Screening results (PubChem BioAssay)
aGal spleen mod – alpha-galactosidase A (human) modulation; Potency, µM (top dose mostly 80 µM), without a hit: at the top dose activity change, negative = inhibition, most hits filed as inhibitors; P06280; human spleen homogenate, 4MU-alpha-Gal fluorescence, 40 min; AID 2107; 0.008% of 240,000 active;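 also: 0% = enzyme with vehicle and -100% = no enzyme basal signal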
Target sequence (P06280 32-429 limits assumed): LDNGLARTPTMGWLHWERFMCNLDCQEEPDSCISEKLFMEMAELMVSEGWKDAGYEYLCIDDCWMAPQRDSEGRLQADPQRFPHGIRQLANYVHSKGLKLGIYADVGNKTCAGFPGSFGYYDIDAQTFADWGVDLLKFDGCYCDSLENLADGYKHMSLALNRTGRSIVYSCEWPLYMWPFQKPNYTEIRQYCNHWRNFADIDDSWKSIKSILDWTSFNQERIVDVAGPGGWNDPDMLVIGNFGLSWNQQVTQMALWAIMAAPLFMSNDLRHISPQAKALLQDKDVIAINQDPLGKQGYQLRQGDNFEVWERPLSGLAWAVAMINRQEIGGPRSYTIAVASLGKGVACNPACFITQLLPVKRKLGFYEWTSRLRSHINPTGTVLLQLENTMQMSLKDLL
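Spleen homogenate 1 ug + cpd (titration) + 4-MU-alpha-D-galactopyranoside 1 mM; 37C 40 min; 50 mM citrate/phosphate pH 5.0, 0.01% Tween-20; stop pH 10; fluorescence 365/440; AC50 via Hill.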
Tau fibril FP – tau fibrillization inhibition (FP); 0.39% of 280,000 active; Potency, µM (doses to about 57.7 µM), inactives show top-dose activity, negative = inhibition, usual class: inhibitors; AID 1468; K18 P301L tau heparin fibrillization, Alexa594 FP, 6 h; also: % is scaled to controls: 0 for no effect and ±100 for the full control effect; nearly all actives have a fitted effect of over 55% in size
Target sequence (P10636 561-689 P618L limits assumed): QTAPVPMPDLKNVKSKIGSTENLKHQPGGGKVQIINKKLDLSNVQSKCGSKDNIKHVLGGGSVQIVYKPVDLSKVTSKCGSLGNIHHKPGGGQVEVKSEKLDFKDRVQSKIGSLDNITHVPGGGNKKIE
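Steps: dispense K18 P301L tau (15 uM plus 0.24 uM Alexa 594 tracer, final) in pH 7 sodium acetate; add compound; add heparin (20 uM final); incubate 6 hr, 37 C; add ThT (30 uM final); after 1 hr ambient, read FP.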
GAA spleen mod – lysosomal alpha-glucosidase (human) modulation. 0.006% of 240,000 active. AID 2112. human spleen homogenate, 4-MU-alpha-glucoside fluorescence. P10253. Potency, µM (top dose mostly 79.9 µM), for the others: at the top dose activity change, negative = inhibition, hits mostly inhibitors;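 also: 0% = enzyme with vehicle and -100% = no enzyme basal signal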
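Human spleen homogenate (1 ug) with 4-methylumbelliferyl-alpha-D-glucopyranoside (1 mM final) in 50 mM citrate/phosphate pH 5.0, 0.01% Tween-20; 40 min at 37 C. Stopped at pH 10; 4-MU fluorescence Ex 365/Em 440 nm; AC50 by Hill fit.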
HTT cytoprotect – cytoprotection in Huntington HTT-Q103 PC12 cell model; AID 1471; PC12 HTT-Q103 induced, cytoprotection, ATP luminescence, 40 h; Potency, µM (titrated, usually from 56.4 µM), without a hit: cytoprotection (ATP increase), hits mostly activators; 0.14% of 230,000 active;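 also: % of control where 0% means no effect; nearly all actives have a fitted effect of over 45% in size; toxic huntingtin expression switched on by the ecdysone agonist tebufenozide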
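Readout: ATPlite luminescence (ATP level). Model: stable PC12, inducible Htt exon1 Q103-GFP. Inducer: tebufenozide, 100 nM final. Compounds: dose series. No G418 in medium.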
Tau fluor counter – counter-screen for tau fibril formation inhibitors | tau K18 P301L Alexa594 fluorescence, heparin fibrillization | Potency, µM (titrated, usually from 57.7 µM), inactives show at the top dose activity change, negative = decrease | 0.93% of 280,000 active | AID 1463; also: % is scaled to controls: 0 for no effect and ±100 for the full control effect; nearly all actives have a fitted effect of over 55% in size
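Human tau K18 P301L (15 uM unlabeled, 0.24 uM Alexa 594-labeled) in 100 mM sodium acetate pH 7 with 20 uM heparin, 6 hr at 37 C. ThT 30 uM added, 1 hr ambient; Alexa 594 FP and total fluorescence read at 555/632 nm.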
GAA glycogen mod – GAA glycogen-cleavage inhibition or activation | P10253 | recombinant GAA, glycogen substrate, Amplex Red glucose oxidase fluorescence | Potency, µM (top dose mostly 76.4 µM), inactives show at the highest dose activity change, negative = inhibition, hits mostly inhibitors | 0.38% of 300,000 active | AID 2100;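 also: 0% = full enzyme reaction and -100% = no-enzyme basal signal; the screen sought inhibitors and activators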
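Recombinant human enzyme (4 nM); glycogen substrate; 37 C, 40 min, pH 5.0. Readout: coupled glucose oxidase/Amplex Red fluorescence.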
Tau fibril ThT – blocks human tau fibril formation measured by thioflavin T; AID 1460; 2.1% of 270,000 active; Potency, µM (doses to about 57.4 µM), for inactives: at the top dose activity, negative = inhibition, usual class: inhibitors; recombinant tau K18 P301L (four-repeat tau fragment), heparin-induced fibrillization, ThT fluorescence; also: % is scaled to controls: 0 for no effect and ±100 for the full control effect; nearly all actives have a fitted effect of over 55% in size
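K18 P301L tau (15 uM + 0.24 uM Alexa 594-tagged), heparin 20 uM, NaOAc pH 7, 6 h 37 C; ThT 30 uM, 1 h RT, ex 450/em 510 nm.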
GAA inh – blocks human lysosomal alpha-glucosidase. P10253. purified human GAA, 4-MU-alpha-glucoside fluorescence. AID 1466. Potency, µM (doses to about 76.9 µM), without a hit: top-dose activity change, negative = inhibition, actives largely listed as inhibitors. 0.005% of 200,000 active;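 also: plate controls were uninhibited enzyme wells for no effect and no-enzyme background for full effect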
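Activity normalized between no-enzyme (basal) and enzyme-only wells. Conditions: 4 nM human enzyme, 400 uM fluorogenic substrate, citrate/phosphate pH 5.0 with Tween-20, 20 min room temperature, compounds up to 77 uM.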
* hit, by the source's call; ? = inconclusive; . = not tested or not shown; [ ] = remark or other dose. Calls follow the shape of the dose curve; as a rule, active = well fitted curve in the direction sought with a large enough effect; inconclusive = small, poorly fitted or top-dose-only effect, or another doubt; inactive = no such curve, though single readings can be large; an effect the other way counts as inactive or inconclusive. Potency is read from the fitted curve at half-maximal effect.

SMILES	aGal spleen mod	Tau fibril FP	GAA spleen mod	HTT cytoprotect	Tau fluor counter	GAA glycogen mod	Tau fibril ThT	GAA inh
Cc1ccccc1NC(=O)c1c(C)oc2ccc(O)c(CN3CCN(C)CC3)c12	.	-5%	.	.	-10%	14%[76.3 µM]	-12%	.
COC(=O)c1sc(N2C(=O)c3oc4ccccc4c(=O)c3C2c2ccc(O)cc2)nc1C (configuration not stated)	.	-4%	.	.	-14%	0%[76.3 µM]	-8%	.
Cc1cc(Br)ccc1NC(=O)CCN1C(=O)c2ccncc2C1=O	-2%	-10%	-6%	10%[10 µM]	-3%	0%	6%	-1%
CSc1nc(C)c(C(=O)C[n+]2ccccc2C)cc1C#N	2%	-2%	4%	12%[10 µM]	0%	2%	-9%	.
COCCn1c(Cc2ccccc2)nnc1SCC(=O)NC(C)C	-5%	2%	4%	-3%	6%	11%	7%	-9%
CCOc1ccccc1C(=O)NC(C(=O)Nc1cccnc1)C(C)C (configuration not stated)	1%	11%	4%	-58%[inhibitor]	0%	-2%	7%	7%
CCN(CC)S(=O)(=O)c1ccc(Cl)c(NC(=O)COC(=O)c2ccc([N+](=O)[O-])o2)c1	3%	4%	2%	-11%[10 µM]	?	2%	?	.
CCOC(=O)C1CCN(CC(=O)c2c(C)[nH]c3cc(C)ccc23)CC1	2%	12%	-2%	23%	2%	-3%	0%	2%
CCOC(=O)c1ccc(NC(=O)NCc2ccn(CC)n2)cc1	-4%	-12%	-5%	28%[10 µM]	-8%	4%	-21%	-3%
CC(C(=O)N(C1CC1)C1(C(=O)Nc2ccccc2)CCCC1)N1C(=O)c2ccccc2C1=O (configuration not stated)	-4%	-4%	-4%	0%[10 µM]	-13%	6%	-12%	-7%
CCOC(=O)CSc1nc2c(sc(=S)n2CCc2ccccc2)c(=O)n1Cc1ccco1	-4%	-11%	4%	4%[0.074 µM]	-23%	-6%	-7%	-3%
CCOc1ccccc1NC(=O)C1CCN(S(=O)(=O)Cc2ccccc2)CC1	.	5%	.	.	-3%	1%[76.3 µM]	-4%	.
c1ccc(-c2cc(N3CCCCC3)ncn2)cc1	-11%	0%	1%	-21%	-2%	-16%	-6%	-4%
Cc1ccc(CN(C(=O)Nc2cccc(Cl)c2)c2ccccn2)cc1	.	?	.	.	-22%	8%[76.3 µM]	2%	.
CC(C)(C)C(=O)N1CCN(c2ccc([N+](=O)[O-])c(-n3nc(-c4ccccc4)c4ccccc4c3=O)c2)CC1	-4%	1%	0%	-2%[10 µM]	-9%	13%	-18%	0%
CCCN1Cc2cccc(C(=O)Nc3ccc(CN4CCCC4)cc3)c2C1=O	0%	6%	5%	.	-5%	-4%	-4%	-9%
CCOC(=O)c1ccc(CNC(=O)Cn2nnc(-c3cccc(C)c3)n2)o1	2%	-4%	10%	-1%	-17%	-1%	-7%	3%
CCC(CC)C(=O)Nc1nnc(-c2cccs2)s1	23%	-2%	6%	-22%	-6%	-2%	-4%	7%
Cc1ccnc(NC(=O)CCC(=O)N(CC(=O)NCc2ccccc2)c2ccc3c(c2)OCO3)c1	-3%	-6%	4%	4%[1.9 µM]	-8%	-1%	-10%	-1%
COc1ccccc1-c1nc(SCC(=O)Nc2ccc(C)c(C)c2)n[nH]1	.	-15%	.	.	-27%	-22%[76.3 µM]	-6%	.

Look-ups from the list:
Value for Cc1ccccc1NC(=O)c1c(C)oc2ccc(O)c(CN3CCN(C)CC3)c12 in Tau fluor counter: -10%
Value for CCN(CC)S(=O)(=O)c1ccc(Cl)c(NC(=O)COC(=O)c2ccc([N+](=O)[O-])o2)c1 in GAA spleen mod: 2%

Part of the list above, as labelled records:
canonical_smiles: CCN(CC)S(=O)(=O)c1ccc(Cl)c(NC(=O)COC(=O)c2ccc([N+](=O)[O-])o2)c1
  aGal spleen mod: 3%
  Tau fibril FP: 4%
  GAA spleen mod: 2%
  HTT cytoprotect: -11%[10 µM]
  Tau fluor counter: ?
  GAA glycogen mod: 2%
  Tau fibril ThT: ?
  GAA inh: .
canonical_smiles: Cc1ccnc(NC(=O)CCC(=O)N(CC(=O)NCc2ccccc2)c2ccc3c(c2)OCO3)c1
  aGal spleen mod: -3%
  Tau fibril FP: -6%
  GAA spleen mod: 4%
  HTT cytoprotect: 4%[1.9 µM]
  Tau fluor counter: -8%
  GAA glycogen mod: -1%
  Tau fibril ThT: -10%
  GAA inh: -1%
canonical_smiles: Cc1ccc(CN(C(=O)Nc2cccc(Cl)c2)c2ccccn2)cc1
  aGal spleen mod: .
  Tau fibril FP: ?
  GAA spleen mod: .
  HTT cytoprotect: .
  Tau fluor counter: -22%
  GAA glycogen mod: 8%[76.3 µM]
  Tau fibril ThT: 2%
  GAA inh: .
canonical_smiles: CC(C)(C)C(=O)N1CCN(c2ccc([N+](=O)[O-])c(-n3nc(-c4ccccc4)c4ccccc4c3=O)c2)CC1
  aGal spleen mod: -4%
  Tau fibril FP: 1%
  GAA spleen mod: 0%
  HTT cytoprotect: -2%[10 µM]
  Tau fluor counter: -9%
  GAA glycogen mod: 13%
  Tau fibril ThT: -18%
  GAA inh: 0%

More records:
SMILES	aGal spleen mod	Tau fibril FP	GAA spleen mod	HTT cytoprotect	Tau fluor counter	GAA glycogen mod	Tau fibril ThT	GAA inh
Fc1cccc(-n2ncc(-c3nnnn3-c3ccccc3)c2C(F)(F)F)c1	0%	2%	-1%	3%[10 µM]	-16%	-4%	0%	3%
CCC(Sc1nccn1C)C(=O)Nc1cccc2ccccc12 (configuration not stated)	5%	-10%	-1%	2%[10 µM]	3%	2%	0%	0%
O=C(c1ccco1)N1CCN(C(=O)c2ccccc2NS(=O)(=O)c2ccc(F)cc2)CC1	-4%	-7%	-1%	-28%	-7%	2%	-5%	3%
COc1cc(CC(=O)OCC(=O)Nc2cc([N+](=O)[O-])ccc2F)cc(OC)c1OC	5%	13%	0%	2%[1.9 µM]	-5%	11%	-1%	-5%
O=C(NCCN1C(=O)S/C(=C\c2cccs2)C1=O)[C@H](Cc1ccccc1)N1C(=O)c2ccccc2C1=O	-6%	-5%	0%	.	-7%	-5%	1%	-9%
S=C1NC2(CCCCC2)NN1c1ccccc1	2%	-1%	.	-20%	-11%	?	?	-4%
COc1ccc(OC)c(-c2nnc(SCC(=O)N3CCCc4ccccc43)o2)c1	9%	?	1%	-18%	-10%	6%	?	-7%
CCOc1ccc(/C=C/C(=O)c2cc(Br)ccc(=O)c2O)cc1	-6%	?	-2%	.	?	1%	4.5µM*	-10%
O=C(NCc1ccc2c(c1)OCO2)c1ccc(COc2cc(Cl)ccc2Cl)o1	1%	6%	-4%	-24%	-27%	-9%	-17%	-5%
O=C(Nc1ccc2c(c1)OCO2)C(c1ccccc1)N1CCC2(CC1)OCCO2 (configuration not stated)	-23%	0%	-12%	-1%[10 µM]	1%	3%	3%	-6%
COc1cc(C(=O)N/N=C/c2ccc(OC)c(CN3CCN(c4ccc(F)cc4)CC3)c2)ccc1O	5%	-3%	0%	29%	?	?	-17%	?
COc1ccccc1N(C)S(=O)(=O)c1ccc(C(=O)OCC(N)=O)cc1	-4%	-2%	-3%	17%[10 µM]	8%	5%	5%	-3%
O=[N+]([O-])c1cccnc1N1CCOCC1	-4%	10%	-1%	3%	5%	-1%	-2%	0%
COc1ccc(C2C(C(C)=O)=C(O)C(=O)N2c2nc3ccccc3s2)cc1OC (configuration not stated)	-8%	5%	0%	-12%	-7%	2%	-15%	?
Fc1ccc(CSc2nnc(-c3cccnc3)n2Cc2ccco2)cc1	-2%	3%	-7%	-17%	1%	12%	-3%	2%
O=C(c1cc2ccccc2oc1=O)N1CCN(c2ccc(N3CCOCC3)nn2)CC1	3%	-16%	0%	1%[10 µM]	-8%	4%	?	-2%
C=CCC(O)(CCN1CCCCC1)c1ccccc1 (configuration not stated)	-5%	-2%	-4%	13%	11%	-1%	8%	-2%
CCOc1ccc(-n2c(=O)[nH]cc(C(=O)N3CCCc4ccccc43)c2=O)cc1	17%	6%	-4%	-31%	-5%	3%	-5%	9%
Cc1nn(CC(=O)c2ccc(Cl)cc2Cl)c(C)[n+]1N	6%	3%	2%	24%[10 µM]	0%	-3%	-7%	-7%
CC1CCC2C(=O)N(c3ccc(C(=O)NCc4ccccc4)cc3)C(=O)C2C1 (configuration not stated)	9%	-7%	2%	1%[0.074 µM]	1%	-6%	2%	-7%

Record cards, as listed above:
CCOc1ccccc1C(=O)NC(C(=O)Nc1cccnc1)C(C)C (configuration not stated) in the list: aGal spleen mod = 1%; Tau fibril FP = 11%; GAA spleen mod = 4%; HTT cytoprotect = -58%[inhibitor]; Tau fluor counter = 0%; GAA glycogen mod = -2%; Tau fibril ThT = 7%; GAA inh = 7%
Cc1nn(CC(=O)c2ccc(Cl)cc2Cl)c(C)[n+]1N in the list: aGal spleen mod = 6%; Tau fibril FP = 3%; GAA spleen mod = 2%; HTT cytoprotect = 24%[10 µM]; Tau fluor counter = 0%; GAA glycogen mod = -3%; Tau fibril ThT = -7%; GAA inh = -7%

Next part:
SMILES	aGal spleen mod	Tau fibril FP	GAA spleen mod	HTT cytoprotect	Tau fluor counter	GAA glycogen mod	Tau fibril ThT	GAA inh
Cc1cccc(C(=O)NCc2cn3cccc(C)c3n2)c1	.	-7%	.	.	-15%	-6%[76.3 µM]	1%	.
Cc1coc2cc3oc(=O)c(CCC(=O)NCc4ccccc4Cl)c(C)c3cc12	.	-8%	.	.	-9%	17%[76.3 µM]	-5%	.
CCC(=O)Nc1ccccc1C(=O)N1CCCC1	-3%	-9%	1%	5%	-4%	2%	-3%	0%
CC1CCc2c(nc3ncnn3c2NCCc2ccccc2F)C1 (configuration not stated)	-12%	9%	2%	7%[10 µM]	-11%	4µM*	?	10%
